Screening data (PubChem BioAssay)
3CLpro inhibitor – SARS-CoV 3CLpro protease inhibitors, primary screen, biochemical, quenched FRET. recombinant SARS-CoV 3CLpro, quenched FRET peptide cleavage. AID 1706, 2009. 290,000 compounds, 0.14% hits. inhibition, % at 6 µM. Replicase polyprotein 1ab (Severe acute respiratory syndrome coronavirus), P0C6X7; in the data active = inhibition above about 12%
MazF activator – activators of E. coli MazEF toxin-antitoxin RNase, primary screen, biochemical, fluorescence, uHTS | Endoribonuclease toxin MazF (Escherichia coli (strain K12)), P0AE70 | activation, % at 20 µM | FAM/BHQ RNA-DNA oligo cleavage fluorescence, 5 h | 350,000 compounds, 0.32% hits; in the data active = activation above about 50%
Target sequence (P0AE70 whole entry, looked up): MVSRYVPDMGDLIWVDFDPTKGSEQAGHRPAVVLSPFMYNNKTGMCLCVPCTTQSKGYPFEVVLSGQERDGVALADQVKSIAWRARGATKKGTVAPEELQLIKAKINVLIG
Mtb FBA inh – Mtb FBA enzyme inhibitors, primary screen, biochemical, fluorescence, strain H37Rv. purified M. tuberculosis FBA, fluorescence read-out. 360,000 compounds, 2.3% hits. inhibition, % at 1 µM. Fructose-bisphosphate aldolase (Mycobacterium tuberculosis (strain ATCC 25618 / H37Rv)), …. AID 588726, 2011; in the data active = inhibition above about 27%;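 note: 0% = vehicle and 100% = reference inhibitor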
UGM FP inh – M. tuberculosis UGM enzyme inhibitors, primary screen, biochemical, fluorescence polarization, single point | UDP-galactopyranose mutase (Mycobacterium tuberculosis (strain ATCC 25618 / H37Rv)), … | purified UGM, fluorescence polarization probe displacement | inhibition, % at 10 µM | 320,000 compounds, 0.06% hits | AID 504406, 2011; in the data active = inhibition above about 10%, passing the limit was not always enough
Target sequence (P9WIQ1 whole entry, looked up): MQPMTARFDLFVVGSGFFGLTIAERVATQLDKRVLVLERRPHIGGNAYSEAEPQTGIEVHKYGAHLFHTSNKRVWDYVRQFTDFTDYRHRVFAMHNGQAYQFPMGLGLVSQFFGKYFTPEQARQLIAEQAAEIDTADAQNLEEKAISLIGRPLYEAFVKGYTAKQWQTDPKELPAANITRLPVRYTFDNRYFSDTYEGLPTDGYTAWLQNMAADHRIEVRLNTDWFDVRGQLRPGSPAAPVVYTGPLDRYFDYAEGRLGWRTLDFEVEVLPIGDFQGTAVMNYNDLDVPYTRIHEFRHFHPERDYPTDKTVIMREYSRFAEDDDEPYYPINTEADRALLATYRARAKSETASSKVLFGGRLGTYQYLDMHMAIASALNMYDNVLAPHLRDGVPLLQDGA
Mtb BioA inh – M. tuberculosis BioA enzyme inhibitors, primary screen, biochemical, plate reader, single point, HTS. 7,8-diaminopelargonic acid synthase BioA (Mycobacterium tuberculosis). purified M. tuberculosis BioA enzyme. inhibition, % at 9.99 µM. 360,000 compounds, 0.096% hits. AID 602481, 2012; in the data active = inhibition above about 40%
Rv3671c inh – Rv3671c serine protease inhibitors, primary screen, biochemical, fluorescence polarization, M. tuberculosis H37Rv; P9WHR9; inhibition, % at 5.96 µM; 320,000 compounds, 0.048% hits; in the data active = inhibition above about 38%;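 note: extracellular domain of Rv3671c used as enzyme; 0% = enzyme with DMSO and 100% = no enzyme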
Target sequence (P9WHR9 whole entry, looked up, the tested form may be a part): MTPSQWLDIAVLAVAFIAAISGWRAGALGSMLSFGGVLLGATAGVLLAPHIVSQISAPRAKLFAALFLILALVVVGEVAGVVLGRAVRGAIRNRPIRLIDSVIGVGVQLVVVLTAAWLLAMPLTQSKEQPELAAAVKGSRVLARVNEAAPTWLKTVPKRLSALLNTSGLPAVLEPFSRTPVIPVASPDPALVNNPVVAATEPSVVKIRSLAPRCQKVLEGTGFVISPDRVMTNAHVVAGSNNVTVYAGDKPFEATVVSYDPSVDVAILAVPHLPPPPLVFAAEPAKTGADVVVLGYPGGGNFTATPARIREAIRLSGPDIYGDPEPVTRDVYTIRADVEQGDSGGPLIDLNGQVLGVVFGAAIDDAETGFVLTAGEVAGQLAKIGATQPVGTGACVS
SSB-PriA inh – inhibitors of Klebsiella pneumoniae PriA binding to SSB C-terminal tail, primary screen, biochemical, AlphaScreen; AlphaScreen SSBct-PriA binding, biotinylated peptide; inhibition, % at 33 µM; 430,000 compounds, 0.6% hits; AID 1272365, 2023; in the data active = inhibition mostly above about 37%, no sharp cut-off; inactive = mostly below about 20%;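 note: plate controls were negative control peptide for no effect and reference peptide for full effect; strong numbers were not always called active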
VHR inh abs – VHR1 phosphatase inhibitors, primary screen, biochemical, absorbance, uHTS; AID 1654, 2009; Dual specificity protein phosphatase 3 (Homo sapiens), P51452; inhibition, % at 13.3 µM; 290,000 compounds, 0.52% hits; recombinant VHR phosphatase, pNPP absorbance; in the data active = inhibition above about 50%; note: some compounds called inactive have numbers as strong as hits
GDH-TPI inh – GDH-TPI coupling enzyme inhibitors, primary screen, artefact control for M. tuberculosis FBA inhibitor project, biochemical, absorbance, full deck. GDH-TPI coupled enzyme counterscreen, NADH absorbance. inhibition, % at 4.8 µM. 360,000 compounds, 1.2% hits. AID 588335, 2011; in the data active = inhibition above about 30%;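 note: 0% = DMSO wells and 100% = wells lacking the enzyme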
Vc quorum ag – inducers of Vibrio cholerae quorum light production without autoinducers, primary screen, BH1578 luxS cqsA deficient, single point. AID 588436, 2011. 350,000 compounds, 0.16% hits. V. cholerae BH1578 lux reporter, luminescence, 6 h. activation, % at 18.7 µM; in the data active = activation mostly above about 9.7%, no sharp cut-off; note: not every result past the cut was called active; inactives centre near 0; reference of the scale not given here
* = called active by the depositor; i = inactive; · = no result given; & = joins results of further samples. The list is partial; the hit share may differ from the screen's.

Sequence of screens – GDH-TPI inh	Vc quorum ag	UGM FP inh	Rv3671c inh	MazF activator	Mtb FBA inh	3CLpro inhibitor	VHR inh abs	Mtb BioA inh	SSB-PriA inh
COc1cc(NC(=O)c2ccccc2)c(OC)cc1NC(=O)CN1C(=O)N(C)C2(CCCCC2)C1=O
  4	14	·	·	0	-2	·	·	-0.1	9
CCOc1cc(/C=N/Nc2nn3cnnc3c3ccccc23)ccc1O
  32*	0.6	-0.6	4	-1	-1	-5	4	-1.6	·
CCOC(=O)c1c(C)oc2c(F)c(F)c(F)c(F)c2c1=O
  11	i	-1.6	-10	3	3	-2	14	-1.7	-6
Cc1ccc(C)c(OCC(=O)N/N=C/c2ccc(N3CCOCC3)cc2)c1
  26	-0.5	·	·	6	25	·	·	-0.6	·
COc1ccc(C2(c3ccc(OC)cc3)NC(=O)N(CC(=O)Nc3ccccc3C)C2=O)cc1
  6	-9.8	0.0	·	2	-1	1	10	-0.5	2
COc1ccc(OC)c(S(=O)(=O)N(C)CC(=O)N2CCN(c3ccccc3)CC2)c1
  8	·	0.2	0	-1	1	-5	14	1.7	5
CC/C(=N\N=C1\SC(C)C(=O)N1Cc1ccco1)c1ccccc1 (centres undefined)
  8	i	-0.1	-1	-2	-1	0	-1	-1.9	·
CSC(=Nc1cccc(C)c1)NC#N
  3	-0.3	-0.7	-3	7	1	1	1	·	-13
Cc1cc(NC(=O)CSc2nnc(-c3ccccc3)n2C)no1
  1	-0.7	2.6	0	8	4	3	16	·	-5
NC(=O)CC1NC(=O)c2ccccc21 (centres undefined)
  -3	i	2.9	6	2	0	4	1	-1.5	-15
CCn1cc([N+](=O)[O-])c(C(=O)N2N=C(c3ccc(O)c(OC)c3)CC2c2ccccc2O)n1 (centres undefined)
  14	-0.3	0.4	-15	4	-5	3	18	1.3	29
Cc1cnc(C(=O)OC(C)C(=O)Nc2ccc(Cl)cn2)cn1 (centres undefined)
  6	i	2.0	6	-5	0	·	·	-0.1	-11
Cc1cccc(NC(=O)CN(CC2CCCO2)C(=O)c2ccc(S(C)(=O)=O)cc2)c1C (centres undefined)
  -4	-1.7	·	·	4	0	·	·	-0.7	-11
O=C(CCCSc1nc2ccccc2s1)Nc1nccs1
  6	6.7	3.6	-7	0	-1	2	19	-0.3	-4
Cc1cccc(NC(=S)NNC(=O)CCn2nc(C)c([N+](=O)[O-])c2C)c1
  21	i	-0.7	-10	1	1	0	9	-1.5	-19
CCOc1ccccc1NC(=O)CSc1nnc(-c2ccco2)n1Cc1ccco1
  10	i	0.9	1	-1	-1	3	15	7.1	-3
COc1ccc(NC(=O)CC2(Cc3ccccc3)CCOC(C)(C)C2)cc1 (centres undefined)
  6	-0.2	-1.6	-16	5	-3	4	-5	·	-9
CS(=O)(=O)N1CCC(C(=O)Nc2ccc3c(c2)OCO3)CC1
  7	2.5	-1.0	6	8	-1	-4	28	·	-23&-19
CCOC(=O)C1=C(C)NC(=O)NC1/C=C\c1ccccc1 (centres undefined)
  5	-0.2	0.2	·	3	-3	-5	17	7.4	2
Cc1ccc(C)c(NC(=O)c2ccc3c(=O)n4c(nc3c2)CCC4)c1
  -6	i	0.9	7	2	-1	·	·	1.0	2
CCC1Nc2ncnc(N3CCN(c4ccccn4)CC3)c2N(Cc2ccc(Cl)cc2)C1=O (centres undefined)
  12	-1.0	-0.3	5	-2	4	·	·	-0.2	-11
COc1ccc(N2CCN(C(CNC(=O)C(=O)NCCc3c[nH]c4ccccc34)c3ccco3)CC2)cc1 (centres undefined)
  4	-0.3	-1.4	0	-4	-1	1	15	·	10&-4
CC(=O)CCc1ccc(OCC(=O)Nc2cccc(S(=O)(=O)N(C)c3ccccc3)c2)cc1
  -3	-1.9	·	·	-1	2	·	·	-1.2	0
O=C(Cn1c2ccccc2c2nc3n(c(=O)c21)CCS3)Nc1ccccc1C(F)(F)F
  16	i	2.7	-5	-7	2	0	21	·	0
CCOC(=O)C1CCN(C(=O)Nc2ccccc2Cl)CC1
  8	i	-2.3	4	-17	5	4	20	-3.2	-17
CC(C)C(NS(=O)(=O)c1cccc2nsnc12)C(=O)N1CCCCC1 (centres undefined)
  10	i	1.7	1	-1	0	1	19	-2.6	-14
CCN(CC)c1ccc(S(=O)(=O)N2CCOCC2)cc1NC(=O)CNCc1ccccc1
  0	0.5	0.3	-2	10	1	-4	4	·	4
N#CCCn1nc(-c2ccccc2)cc1Nc1ccccc1NC(=O)C(F)(F)F
  2	-0.4	-0.5	-7	7	1	-3	-5	1.3	-11
CC12C=CC(=O)C=C1CCC1C2C(O)CC2(C)C1CCC2(C)O (centres undefined)
  7	·	·	·	5	0	·	·	·	2
CC(C)CC(=O)Nc1sc2c(c1C(=O)O)CCCCC2
  4	-0.6	3.2	4	6	0	8	17	·	-2

Pulled one by one from the list above, 2 records:
Sequence of screens – GDH-TPI inh	Vc quorum ag	UGM FP inh	Rv3671c inh	MazF activator	Mtb FBA inh	3CLpro inhibitor	VHR inh abs	Mtb BioA inh	SSB-PriA inh
CC(C)CC(=O)Nc1sc2c(c1C(=O)O)CCCCC2
  4	-0.6	3.2	4	6	0	8	17	·	-2
COc1ccc(N2CCN(C(CNC(=O)C(=O)NCCc3c[nH]c4ccccc34)c3ccco3)CC2)cc1 (centres undefined)
  4	-0.3	-1.4	0	-4	-1	1	15	·	10&-4

(more compounds)
Sequence of screens – GDH-TPI inh	Vc quorum ag	UGM FP inh	Rv3671c inh	MazF activator	Mtb FBA inh	3CLpro inhibitor	VHR inh abs	Mtb BioA inh	SSB-PriA inh
CC(C)c1ccc(Oc2cccc(C(=O)/C(C#N)=C/N(C)C)c2)cc1
  5	i	0.9	-6	-4	4	6	33	1.2	-12
CC1CN(C(=O)/C=C/c2ccccc2Cl)CC(C)O1 (centres undefined)
  6	i	0.4	3	6	0	0	1	-1.9	-6
COc1ccc(C(=O)c2ncc(C(F)(F)F)cc2Cl)cc1
  12	i	4.9	3	11	-1	-2	27	·	-29
CCCCn1c(N)c(NCc2ccccc2OC)c(=O)[nH]c1=O
  -3	-0.5	1.6	-1	1	3	3	6	·	-12
COc1ccc(C)cc1NC(=O)CNc1ccc(C(C)=O)cc1
  13	-0.4	0.5	-4	8	1	-2	4	·	7
Cc1nnc(NC(=O)NC(C)N2C(=O)C3C4C=CC(C4)C3C2=O)s1 (centres undefined)
  11&4	-2.6	0.4	-1	2&-11	3&0	2	6	-1.3&0.8	-6
O=C(CSc1nccn1Cc1ccco1)Nc1ccc(F)cc1
  -7	i	-1.9	4	4	-3	9	4	1.6	7
Cc1ccc(Cl)cc1NC(=O)N(C)CCO
  -2	-0.6	-1.1	0	1	4	-1	6	-1.3	-6
CCc1ccc(N(CC(=O)NC)S(C)(=O)=O)cc1
  5	-1.3	-1.7	0	2	-2	1	4	2.0	-22
COc1ccc(-c2cc3nc(C)c(CCC(=O)NC(C)CCc4ccco4)c(C)n3n2)c(OC)c1 (centres undefined)
  6	3.2	-0.5	-6	-5	14	-1	8	1.8	1
Cc1cc([N+](=O)[O-])nn1CC(=O)NCc1ccccc1
  1	-0.6	2.8	6	13	-1	-3	-4	-0.5	-20
O=[N+]([O-])c1cc(/C=N/O)ccc1Oc1ccccc1Cl
  2	-3.6	-3.5	-4	-7	-1	3	-3	·	·
O=C(CCn1c2c(c3ccccc31)CCCC2)NNC(=O)c1cccc([N+](=O)[O-])c1
  9	-0.9	-0.5	-2	6	-4	6	3	0.5	14
C[N+]1=C(/C=C/Nc2ccccc2Cl)C(C)(C)c2ccccc21
  36*	-0.2	·	-136	0	0	0	-7	-4.4	16
Cc1c(Cl)cccc1NC(=O)C1CCN(c2cnccn2)CC1
  -4	2.4	-2.3	-9	-1	8	-6	7	·	-5
CCN(CC)S(=O)(=O)c1ccc(N2CCOCC2)c(C(=O)O)c1
  5	-14	0.2	0	4	1	1	6	-0.8	-13
COc1ccccc1N(CC(=O)NC1CCCC1)S(=O)(=O)c1cccc(C(F)(F)F)c1
  -9	-0.3	·	·	1	1	·	·	-0.5	-4
CCCCCCCCC1CC(C(=O)Nc2ccccc2)C(=O)O1 (centres undefined)
  9	-0.6	2.0	-14	-1	0	·	·	·	-10
CCC(=O)NC(=S)Nc1c(C)cc(Br)cc1C
  -3	-0.3	0.3	9	-8	1	0	15	·	-13
O=C(CCCc1c[nH]c2ccccc12)N1CCN(S(=O)(=O)c2cccs2)CC1
  4	-0.3	-0.3	4	-4	3	1	19	1.5	5
CCc1ccc(NC(=O)C(=O)NCCOc2ccccc2Cl)cc1
  2	-0.2	-2.4	-15	-4	-2	-3	27	-1.0	-4
COc1cc2c(cc1NC(=O)CSc1ccc(Cl)cc1)oc1ccccc12
  4	-0.3	-2.1	-8	0	0	1	21	-0.1	-6
CCc1cccc(NS(=O)(=O)c2ccc3c(c2)NC(=O)C(C)S3)c1 (centres undefined)
  3	i	3.3	-19	2	0	6	27	3.5	7
Cc1cc(F)ccc1N1CCC(N2CCN(C(C)C)C(CCO)C2)CC1 (centres undefined)
  5	-0.5	0.7	-3	3	0	-1	22	·	-10
Cc1cc(C2CCCCC2)n(O)c(=O)c1
  2	0.7	-0.4	-4	-13	2	·	·	1.2	-12
CSc1ccccc1NC(=O)N1CCC(CO)(CC2CCCCO2)CC1 (centres undefined)
  -5	-0.1	2.0	3	8	2	-1	26	·	-4
COc1ccc(OCC#CCN2CCC(C)CC2)cc1
  -3	-0.2	0.9	11	3	2	3	-3	·	-7
CSc1ccc(CN(C)C(=O)c2ccc(S(=O)(=O)Nc3c(C)n(C)n(-c4ccccc4)c3=O)cc2)cc1
  -3	i	·	·	2	0	·	·	-0.3	0
Cc1cccc(NCC(=O)N/N=C/c2cccc(Br)c2)c1
  4	i	1.3	0	11	-2	10	-11	·	·
O=C(NNC(=O)C1CC(c2cccs2)=NO1)Nc1ccc(Cl)cc1 (centres undefined)
  7	-0.6	3.5	-4	0	0	-6	14	-1.1	8
COc1ccc(N=CC2=C(O)c3ccccc3C2=O)cc1
  19	0.3	0.8	-9	-11	0	-1	19	-1.2	-20
O=C(CN1C(=O)NC2(CCCc3ccccc32)C1=O)N1CCCCC1 (centres undefined)
  0	-2.3	-1.8	5	0	1	·	·	-0.1	-18
CCS(=O)(=O)Nc1cccc(-c2cn3c(n2)SCC3)c1
  12	i	3.0	-12	0	-1	-4	11	1.4	-19
Cc1ccc(S(=O)(=O)N2CCN(C(=O)COC(=O)CNC(=O)c3ccccc3)CC2)c(C)c1
  0	i	2.3	6	-5	-2	·	·	0.3	-1
COc1ccccc1N1CCN(CC(=O)c2c(N)n(C)c(=O)n(C)c2=O)CC1
  5	1.6	-2.3	4	-10	3	5	9	·	6
Cc1cccc(C)c1NC(=O)CN(C)CC(=O)Nc1sc2c(c1C(N)=O)CCC2
  15	2.4	-3.5	-3	-6	4	·	·	·	7
CCCCCNC(=O)CSC1=N/C(=C\c2ccc(Cl)c(Cl)c2)C(=O)N1CC
  -8	·	0.4	-7	-28	4	5	26	-0.5	16
